EP2 antag – EP2 receptor (human) inhibition; inhibition, % at 25 µM; AID 1422; C6 glioma cells expressing human EP2, cAMP TR-FRET; cells stimulated with saturating PGE2; P43116; 260,000 tested, 0.52% active;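 active = percent inhibition above 40 after rounding to a whole number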;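 also: rat C6 glioma host cells with rolipram phosphodiesterase inhibitor present; the protocol text gives 20 µM as final concentration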
Target sequence (P43116 whole entry, looked up): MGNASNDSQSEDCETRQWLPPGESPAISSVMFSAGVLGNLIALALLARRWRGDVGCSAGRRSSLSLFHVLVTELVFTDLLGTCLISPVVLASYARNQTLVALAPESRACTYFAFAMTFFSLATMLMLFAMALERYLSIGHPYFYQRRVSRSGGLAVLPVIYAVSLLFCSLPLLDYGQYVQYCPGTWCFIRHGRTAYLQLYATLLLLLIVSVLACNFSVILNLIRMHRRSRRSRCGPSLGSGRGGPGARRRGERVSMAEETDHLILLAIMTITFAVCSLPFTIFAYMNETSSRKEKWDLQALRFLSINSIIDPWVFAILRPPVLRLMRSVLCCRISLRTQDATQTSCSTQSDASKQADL
EP2 modulator – modulators of human EP2 prostaglandin E2 receptor; AID 940; 260,000 tested, 0.83% active; induction, % at 25 µM; P43116; EP2-expressing cells, cAMP HTRF FRET, PGE2 co-stimulation;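 active = compounds whose cAMP rise, as percent of the full-agonist control response, exceeds 60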;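 also: rat C6 glioma line stably carrying human EP2 under a CMV promoter; the protocol text gives 20 µM as final concentration; 100% = response of wells given 1 µM PGE2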
Starred values were filed as active, the others as inactive.

mol	EP2 antag	EP2 modulator
COc1ccc(NC(=O)CSc2nnc(-c3cccs3)n2C)c(OC)c1	6	-30
CC(=O)c1ccc(S(=O)(=O)N2CCC(Nc3nc(C)cc(=O)[nH]3)CC2)cc1	5	0
CCOc1cc(NC(=O)c2ccccc2Cl)c(OCC)cc1NC(=O)c1ccccn1	9	-14
COc1ccc2cc(CN(Cc3ccc4c(c3)OCO4)C(=O)Nc3ccccc3)c(=O)[nH]c2c1	10	-9
COc1cc(C)c(CNC(=O)c2cc(-c3c(C)nn(C)c3C)n[nH]2)cc1C(C)C	5	-55
O=C(C1CCCC1)N1CCC[C@H]1Cn1nc(-c2ccc3c(c2)OCCO3)ccc1=O	11	-9
CCOc1ccc(C=C2C(=O)NC(=S)NC2=O)cc1O	9	-67
CCCn1cc(CN2CCn3c(CO)nnc3C2)c2ccccc21	8	19
COc1ccc(CN(Cc2cc3ccc(OC)cc3[nH]c2=O)Cc2nnnn2C(C)(C)C)cc1	8	-3
O=c1c(Cl)c2oc3ccc(Cl)cc3nc-2c2ccccc12	18	-27
O=C1NC2(CCN(C(=O)C3(c4ccccc4)CCCC3)CC2)Oc2ccccc21	5	10
O=C(Oc1ccc(Cl)cc1)c1ccco1	13	-61
COc1ccc(N(CC(=O)NCc2ccco2)S(=O)(=O)c2ccc(C)cc2)c(OC)c1	9	-9
COc1cccc(NC(=O)COc2cc3oc(=O)c4c(c3cc2Cl)CCC4)c1	5	-7
COc1cc(C(=O)Nc2nnn(C)n2)cc(OC)c1OC	9	-5
COc1ccc(C(=O)COC(=O)C2CC(=O)N(c3ccc(C)cc3)C2)cc1Br (stereo unspecified)	14	-128
Cc1cc(-c2cc(N)c(=O)n(C(C)C(=O)N3CCc4ccccc43)n2)c(C)o1 (stereo unspecified)	1	-49
COc1ccc(CNC(=O)[C@H]2C=CCN2C(=O)c2cccs2)cc1	5	-2
CCOc1ccc(S(=O)(=O)NCc2ccco2)cc1C	6	34
CC(C)c1ccc(NC(=O)CSc2nnc3n(CC(=O)N4CCCC4)c4ccccc4n23)cc1	16	16
CCOc1ccccc1NC(=O)Cn1nnc(-c2ccccc2-n2cnnn2)n1	8	-23
CN1C2=C(C(=O)CC(C)(C)C2)C(c2ccc(OCC(=O)O)cc2)C2=C1CC(C)(C)CC2=O	13	3
COc1cc(F)ccc1S(=O)(=O)n1c(C)nc2ccccc21	14	40
CCOC(=O)c1cnc2cc(-c3ccc(OC)cc3)nn2c1N	10	2
CCN(CC)C(=O)c1cn(-c2ccccc2)nc1-c1cccnc1	9	-6

Further compounds.
mol	EP2 antag	EP2 modulator
CC1Cc2ccccc2N1C(=O)CSc1nnc(Cc2ccccc2)n1C (stereo unspecified)	10	-57
CCOC(=O)C(C)(C)Sc1nnc(COc2ccc(Br)cc2)n1CC	4	-22
COc1ccccc1NC(=O)C1CCCN(S(=O)(=O)c2ccc(C)cc2)C1 (stereo unspecified)	12	-71
CCn1cnc2sc(C)c(-c3ccc(Cl)cc3)c2c1=O	7	20
COc1ccccc1N(CC(=O)NC1CCCC1)C(=O)C1(C)CC(=O)N=C2C=CC(C)=CN21 (stereo unspecified)	12	6
COC(=O)c1ccc(NC(=O)CSc2nc(C3CC3)nc3sc(C)c(C)c23)cc1	11	27
CCc1ccc(CCC(=O)Nc2ccc(C)cc2)o1	5	3
Cc1nc(SCc2ccc(OC(C)C)cc2)n[nH]1	15	-31
C=CCN1CCN(C(c2ccc(Cl)cc2)c2nnnn2Cc2ccco2)CC1 (stereo unspecified)	8	10
C=CCn1c(SCC(O)CCl)nc2c1c(=O)[nH]c(=O)n2C (stereo unspecified)	28	-5
COc1ccc(-c2ncc(CN(C)CCN3CCCCC3)cn2)cc1	1	14
COCCN(C(=O)c1csnn1)C(C(=O)NC(C)(C)C)c1cccs1 (stereo unspecified)	6	2
Cc1cc2ccccc2n2c(=O)n(CC(=O)N(C(C)C)C(C)C)nc12	10	-9
Cc1ccc(NC(=O)c2c(C)nc3ccccn23)c(C)c1	10	-30
CC(C)NC(=O)CSc1nc(-c2cccs2)cc(C(F)(F)F)n1	14	-87
O=C(CCCSc1nc(-c2ccco2)cc(C(F)(F)F)n1)NC1CC1	9	-104
C=CCN(CC=C)Cc1c(O)ccc2c(=O)c(-c3ccccc3)coc12	15	-71
Cc1cc(C)c2[nH]c(=O)c(CN(CCCO)C(=O)Nc3ccccc3F)cc2c1	12	-3
CC(=O)C[N+]1(CC=C(C)C)CCCCC1	7	-9
CCSc1nnc2n(CC(=O)N(C(C)C)C(C)C)c3ccccc3n12	8	2
COc1ccc(OC)c(CNc2sc3c(c2C(=O)Nc2cc(OC)ccc2OC)CCC3)c1	17	1
Cc1cc(NC(=O)CCN2CCN(C)CC2)ccc1Br	7	-39
CCOc1ccc2nc(SCC(=O)Nc3cccc4ccccc34)c(C#N)cc2c1	7	4
COc1ccccc1NC(=O)N(CCN1CCOCC1)Cc1cc2ccc(C)c(C)c2[nH]c1=O	7	8
CC1CCN(C(=O)CCSc2nc(-c3ccc4c(c3)OCO4)cc(C(F)(F)F)n2)CC1	17	-83

Next entries:
mol	EP2 antag	EP2 modulator
CC1CCCN(C(c2cc3cc4c(cc3[nH]c2=O)OCO4)c2nnnn2C2CCCC2)C1 (stereo unspecified)	3	11
CCn1cc(C(=O)NCCc2nc(-c3ccncc3)n[nH]2)c(C)n1	3	-30
Cc1ccc(C(=O)C2=C(O)C(=O)N(Cc3ccccc3)C2c2ccncc2)o1 (stereo unspecified)	18	25
Cc1nn(C)cc1S(=O)(=O)N1CCC(C(N)=O)(N2CCCCC2)CC1	0	-13
CCC(c1nnnn1C(C)(C)C)N(Cc1ccccc1)Cc1cc2cc(C)c(C)cc2[nH]c1=O (stereo unspecified)	16	25
Cc1cc2ccccc2n2c(=O)n(CC(=O)N3CCCCCC3)nc12	8	-27
Cc1cccc(OCC(=O)Nc2nc3ccc(F)cc3s2)c1	7	-13
Cc1ccc(N(CC(=O)NC2CCCC2)C(=O)CCC(=O)Nc2nccs2)cc1	9	13
C=C1C2=CC(=O)O[C@@H](c3ccoc3)[C@]2(C)CCC1[C@@]1(C)C=CC(=O)C(C)(C)[C@@H]1CC(=O)OC (stereo partly specified)	15	5
COc1ccc(NC(=O)C2CCCN2C(=O)Nc2ccccc2C)c(OC)c1 (stereo unspecified)	7	7
CC(=O)Nc1ccc(S(=O)(=O)N2C3CCCC2CC(NC(=O)c2ccccc2)C3)cc1 (stereo unspecified)	12	-45
COc1cc(SC#N)ccc1N=Cc1c(O)n(-c2cccc(C)c2)c(=O)[nH]c1=O	16	-65
CCn1c(SCC(=O)Nc2ccc(N(C)C)cc2)nc2cccnc21	1	-37
COc1ccccc1-n1c(SCC(=O)N2CCCC2)nnc1-c1cccnc1	9	6
Cc1cnc(C(=O)N2CCC[C@H](CNC(=O)c3ccco3)C2)cn1	5	2
O=C(O)c1ccc(CSc2ncccc2-c2nc3ccccc3[nH]2)cc1	13	-5
CCCc1n(CC)c2ccccc2[n+]1CC(O)COc1ccc(Cl)cc1 (stereo unspecified)	6	-3
COCCCNC(=S)N(Cc1cc2cc(OC)ccc2[nH]c1=O)CC1CCCO1 (stereo unspecified)	4	12
Cc1ccc2cc(C)c3nnc(SCC(=O)c4ccc(F)cc4)n3c2c1C	16	6
Cc1cc(C)c2cc(CN(CCCN3CCOCC3)C(=O)Nc3cccc(Cl)c3)c(=O)[nH]c2c1	9	-49
O=c1[nH]c(N2CCOCC2)nc2c1CN(Cc1nnnn1CCc1ccccc1)CC2	9	-10
Cc1ccc(NC(=O)CSc2nnc(-c3ccco3)n2C)cc1Cl	12	-34
COc1ccc(C2=NN(C(=O)CCC(=O)O)C(c3ccco3)C2)cc1OC (stereo unspecified)	7	9
O[C@@H]1CNCC[C@H]1c1ccccc1	4	7
C=C(C)Cn1c(=S)[nH]c2c1c(=O)[nH]c(=O)n2C	6	-9

Reformatted with values under each structure: part of the list above
Below each compound: EP2 antag	EP2 modulator
> CCC(c1nnnn1C(C)(C)C)N(Cc1ccccc1)Cc1cc2cc(C)c(C)cc2[nH]c1=O (stereo unspecified)
 : 16	25
> Cc1cc2ccccc2n2c(=O)n(CC(=O)N3CCCCCC3)nc12
 : 8	-27
> Cc1cccc(OCC(=O)Nc2nc3ccc(F)cc3s2)c1
 : 7	-13

Shown with each value named: part of the list above
CC1CCCN(C(c2cc3cc4c(cc3[nH]c2=O)OCO4)c2nnnn2C2CCCC2)C1 (stereo unspecified)
  EP2 antag = 3; EP2 modulator = 11

CCn1cc(C(=O)NCCc2nc(-c3ccncc3)n[nH]2)c(C)n1
  EP2 antag = 3; EP2 modulator = -30

Cc1ccc(C(=O)C2=C(O)C(=O)N(Cc3ccccc3)C2c2ccncc2)o1 (stereo unspecified)
  EP2 antag = 18; EP2 modulator = 25

Carrying on.
mol	EP2 antag	EP2 modulator
CC(C)Oc1ccc(N2CC(C(=O)OCC(=O)Nc3ccccc3F)CC2=O)cc1 (stereo unspecified)	9	-15
Cc1nnnn1-c1ccc(CC(=O)N2CCCCC2c2nc3ccccc3[nH]2)cc1 (stereo unspecified)	14	-53
COc1ccc(S(=O)(=O)Nc2nccc(C)n2)cc1	9	-5
Cc1cc([N+](=O)[O-])nn1N	11	6
OC[C@H]1O[C@@](CO)(O[C@@H]2O[C@H](CO)[C@@H](O)[C@H](O)[C@H]2O)[C@@H](O[C@@H]2O[C@H](CO)[C@@H](O)[C@H](O)[C@H]2O)[C@@H]1O	7	15
O=C(C1CC1)N1CCCc2cc(C(O)CN3CCN(c4ccc(F)cc4)CC3)ccc21 (stereo unspecified)	6	12
CN1CCN(Cc2nnnn2Cc2ccccc2)CC1	7	18
O=C(NCCN1CCC(O)(c2cccc(F)c2)CC1)c1ccc2c(c1)CCCC2	5	-62
O=C(COc1cccc2ccccc12)Nc1ccc(NC(=O)c2ccco2)cc1	9	-38
CC[N+]1(CC)Cc2cc3ccccc3c(Cl)c2C1	9	-14
CCc1nc(NCCNC(=O)c2cc(OC)c(OC)c(OC)c2)c2c3c(sc2n1)CC(C)CC3 (stereo unspecified)	8	7
CCC(=O)N(Cc1ccccc1Cl)Cc1cc2ccc(C)c(C)c2[nH]c1=O	12	-61
COCCCN(C(=O)c1ccco1)c1nc(-c2ccc(OC)cc2)cs1	8	48
CCc1ccc2[nH]c(=O)c(CN(Cc3ccccc3)C(=S)NCCCN(C)C)cc2c1	16	-63
O=C(CSc1ccc(-c2nc3ccccc3[nH]2)cn1)Nc1ccccc1-c1ccccc1	12	-47
CCC(CC)c1nnc(NC(=O)c2cc(OC)c(OC)c(OC)c2)s1	9	-72
O=C(CSc1nc(-c2ccco2)cc(C(F)(F)F)n1)Nc1ccc(F)c(Cl)c1	8	-130
Cc1cc(CN(CCCn2ccnc2)Cc2ccccc2F)c(C)n1-c1cccnc1	8	19
CCc1nnc(NC(=O)CSc2nnc(-c3ccncc3)n2CC)s1	8	7
O=C(O)CNS(=O)(=O)c1ccc2[nH]c(=O)[nH]c2c1	14	-23
O=C(NCc1cccs1)NCc1cccs1	15	-20
Cc1ccc(CN(CCCn2ccnc2)Cc2cnc(C(C)C)nc2)o1	6	-23
O=C(O)C[C@@H](C(=O)O)C1c2ccccc2-c2ccccc21	10	25
COc1ccccc1NC(=O)N(Cc1cc2c(C)ccc(C)c2[nH]c1=O)C1CCCCC1	3	21
CCc1nc2sc3c(c2c2nnc(SCC(=O)Nc4ccc(N(C)C)cc4)n12)CCCC3	10	20

Next results
mol	EP2 antag	EP2 modulator
COc1ccccc1[C@@H]1C[C@H](OC(=O)c2ccc(F)cc2)C(=O)N1C	11	-63
O=C1c2ccc3c4c(ccc(c24)C(=O)N1c1ccc(O)cc1)CC3	13	-18
NC(=O)C1CCCN(S(=O)(=O)c2ccc3c(c2)CCC(=O)N3)C1 (stereo unspecified)	4	7
O=C(c1ccc(Cl)cc1)C1CCN(C(=S)NCc2ccco2)CC1	11	-61
COC(=O)C1C(=O)C2=C(CC1C)Nc1ccccc1NC2c1cccc(OC)c1O (stereo unspecified)	8	12
COc1ccc2cc(CC(C#N)C(=O)Nc3ccc(F)cc3)c(=O)[nH]c2c1 (stereo unspecified)	14	-44
COc1ccc(C(=O)NC2CC3CCC(C2)N3Cc2ccccc2)cc1OC (stereo unspecified)	9	-65
COCCn1nnnc1C(c1cc2cc(C)ccc2[nH]c1=O)N(Cc1ccccc1)Cc1ccco1 (stereo unspecified)	8	43
CCC(C)(C)NC(=O)C(c1ccccc1Cl)N(C(=O)Cn1nnc2ccccc21)C1CC1 (stereo unspecified)	2	24
Cc1ccc(NC(=O)CCCSc2nc(-c3ccco3)cc(C(F)(F)F)n2)cc1	6	-80
CC(C)C(c1nnnn1Cc1cccs1)N1CCN(c2cccc(Cl)c2)CC1 (stereo unspecified)	13	14
Cc1ccc(C(C(=O)NC2CCCC2)N(C(=O)c2snc(C(N)=O)c2N)c2ccc(C)c(C)c2)o1 (stereo unspecified)	8	33
COc1ccc(CN(Cc2ccncc2)Cc2cnn(Cc3ccccc3)c2C)cc1	3	40
CC(Oc1ccc(Cl)cc1Cl)C(=O)Nc1nnc(C(F)(F)F)s1 (stereo unspecified)	8	-38
CCOC(=O)COc1ccccc1C1C(C(=O)OC)=C(N)OC2=C1C(=O)CC(C)(C)C2 (stereo unspecified)	12	20
CCOc1cc(CCC(=O)NCCn2nccc2C)on1	3	-11

Bioassay records from PubChem.

The list is partial; the hit share may differ from the screen's.
